RNase H inhibition: RNase H inhibition, HIV 1 Gag Pol polyprotein, FRET biochemical assay, screening (AID 372). 0.77% of 100,000 active. one-dose inhibition, % at 10 µM; IC50 in µM for titrated hits. HIV-1 RT RNase H, FRET RNA/DNA substrate fluorescence; higher % means a stronger effect; in the data active = inhibition above about 50%
* hit, by the source's call.

| Compound | RNase H inhibition |
| --- | --- |
| CCOC(=O)Nc1cccc(Nc2ccccc2)c1 | 4.0% |
| O=C(Cn1c(NCCO)nc2ccccc21)c1ccc([N+](=O)[O-])cc1 | 5.0% |
| C=CCSC1=C(C#N)C(c2ccc(OC)c(OCc3ccccc3)c2)CC(=O)N1 (stereo unspecified) | 18.0% |
| COc1ccc(NC(=O)c2ccc(Cc3ccc(C)cc3)o2)cc1 | 7.0% |
| COC(=O)c1ccc(C2CC(=O)NC(C)=C2C(=O)OCc2ccccc2)cc1 (stereo unspecified) | 16.0% |
| O=C(N/N=C/C=N/NC(=O)c1cccc(Br)c1)c1cccc(Br)c1 | 17.0% |
| CC(=O)Oc1ccc(C(=O)NNC(=O)c2cccc(C(=O)NNC(=O)c3ccc(OC(C)=O)cc3)c2)cc1 | 2.0% |
| CC(=O)N1C(=O)/C(=C/C(=O)c2ccccc2)c2ccccc21 | 16.0% |
| Fc1ccc(OCCOCCN2CCCCC2)cc1 | 6.0% |
| COc1ccc(CN2CCN(C(=O)c3ccc([N+](=O)[O-])cc3)CC2)cc1OC | 6.0% |
| O=C(NCCCN1CCOCC1)C(=O)NCc1ccco1 | 0.0% |
| Cc1cc(C)nc(NS(=O)(=O)c2ccc(N=Cc3c(C)[nH]n(-c4ccc(C)c(C)c4)c3=O)cc2)n1 | 9.0% |
| CCCN(CCC)c1ccc(/C=N/NC(=O)C(O)c2ccccc2)cc1 (stereo unspecified) | 21.0% |
| CCCCNCCCCOc1c(C)cccc1C | 24.0% |
| CCOc1ccc2c(=O)c(-c3ccccc3Cl)coc2c1C | 31.0% |
| CC1=C/C(=N/OS(=O)(=O)c2ccc(C)cc2)C=CC1=O | 16.0% |
| COc1cc(Br)c(/C=C(\C#N)c2nc3ccccc3[nH]2)cc1OC | 7.0% |
| C=CCOc1ccccc1/C=C1\N=C(c2ccc(C)cc2)OC1=O | 6.0% |
| COc1cc(C=O)cc(Br)c1OCc1ccc(F)cc1 | 42.0% |
| CCCOc1ccccc1C=C1C(=O)NC(=S)NC1=O | 2.0% |
| CC(C)C(C(=O)O)N1C(=O)/C(=C/c2ccc(F)cc2)SC1=S (stereo unspecified) | 0.0% |
| O=S(=O)(Nc1nccs1)c1ccc(NC(=S)Nc2ccccc2)cc1 | 8.0% |
| O=C(Nc1ccc(Cl)cc1)/C(=C\c1cccc([N+](=O)[O-])c1)NC(=O)c1cccs1 | 29.0% |
| CCOc1cc(/C=C2\SC(=S)NC2=O)cc(Cl)c1OCCOc1ccc(C)cc1C | 29.0% |
| Cc1ccccc1CN1CCN(Cc2cccnc2)CC1 | 0.0% |
| CCOc1ccc(NC(=O)/C=C/c2ccc(C)o2)cc1 | 1.0% |
| COc1ccc(/C=C2\SC(=Nc3cccc(Cl)c3C)NC2=O)c(OC)c1 | 20.0% |
| Cc1cccc(C)c1OCC(=O)Nc1ccc([N+](=O)[O-])cc1 | 2.0% |
| COc1ccc(C(=O)N/N=C/c2ccc(OC)c(OC)c2C(=O)O)cc1 | 0.0% |
| COc1cc(C)c(/C=C2/C(=O)NC(=O)N(Cc3ccco3)C2=O)cc1C | 22.0% |
| CN(C)C(=O)/C(=C/c1ccc(-c2cccc([N+](=O)[O-])c2)o1)NC(=O)c1ccccc1 | 16.0% |
| CC(/C=C/c1ccccc1)=N\N=C1/NC(=O)CS1 | 0.0% |
| Cc1nc2ccccc2n1CC(O)COc1ccc2ccccc2c1Br (stereo unspecified) | 11.0% |
| O=C1NC(=S)N/C1=C/c1ccc(O)c(Cl)c1 | 5.0% |
| CCOc1ccc(N2C(=O)/C(=C/c3ccc(-c4cccc([N+](=O)[O-])c4)o3)C(=O)NC2=S)cc1 | 27.0% |
| COC(=O)Oc1ccc2c(=O)c(Oc3cc(C)cc(C)c3)c(C(F)(F)F)oc2c1 | 13.0% |
| CCOc1cc(C2C(C(=O)OCc3ccc(OC)cc3)=C(C)NC3=C2C(=O)CCC3)cc(Cl)c1O (stereo unspecified) | 2.0% |
| COc1cccc(C=Nc2ccc(OC(F)(F)F)cc2)c1O | 0.0% |
| CN1C(=O)/C(=C\c2ccc3c(c2)OCO3)OC1=S | 2.0% |
| N#Cc1c(N)c2c(c(N)c1C#N)C(=O)c1ccccc1C2=O | 9.0% |
| CCCn1c2ccc(Br)cc2c2nc3ccccc3nc21 | 8.0% |
| COc1ccccc1C=C1C(=O)NC(=S)N(c2ccccc2F)C1=O | 0.0% |
| O=C(Nc1ccc(Cl)cc1)c1ccc(-c2cccc(Cl)c2)o1 | 13.0% |
| COc1cc(NC(=O)/C=C/c2ccc(OC)c(OC)c2)c(OC)cc1Cl | 15.0% |
| CC1=C(C(=O)OC2CCCC2)C(c2cccc(Cl)c2Cl)C2=C(CC(C)(C)CC2=O)N1 (stereo unspecified) | 6.0% |
| CCOC(=O)C1=C(O)/C(=C/c2cccnc2)SC1=Nc1ccc([N+](=O)[O-])cc1 | 12.0% |
| CC(=C\c1ccccc1)/C=C1/SC(=O)N(CCCC(=O)Nc2ccc(C(=O)O)cc2)C1=O | 7.0% |
| O=C(N/N=C\c1ccccn1)c1n[nH]c2c1CCC2 | 21.0% |
| O=C(/C(=C/C(=O)c1cccs1)Nc1cccs1)c1ccccc1 | 13.0% |
| CC1CCc2sc3nc(Cc4ccccc4)n(N)c(=O)c3c2C1 (stereo unspecified) | 4.0% |
| O=C(c1ccc([N+](=O)[O-])cc1Cl)N1CCN(c2ccccc2)CC1 | 7.0% |
| CCOc1ccc(N(CC(=O)NCc2ccc(Cl)cc2)S(C)(=O)=O)cc1 | 2.0% |
| N/C(=N\OC(=O)c1ccccc1Br)c1cccc([N+](=O)[O-])c1 | 5.0% |
| COc1ccc(C(=O)NC(NC(=S)Nc2ccc(C)c(C)c2)C(Cl)(Cl)Cl)cc1 (stereo unspecified) | 15.0% |
| Cc1cccc(C(=O)N/C(=C/c2ccco2)C(=O)N2CCCC2)c1 | 2.0% |
| CCN(CC)c1ccc(NC(=O)COc2ccc(Cl)cc2C)cc1 | 14.0% |
| CC(C)CCCN=Cc1c(O)[nH]c(=O)[nH]c1=O | 4.0% |
| O=C(Nc1ccc(Br)cc1)c1cccc(S(=O)(=O)NC2CCCCC2)c1 | 15.0% |
| NS(=O)(=O)c1ccc(NC(=O)COC(=O)c2cccc(N3C(=O)CCC3=O)c2)cc1 | 8.0% |
| COc1cc(C(=O)Nc2ccc(Cc3ccc(NC(=O)c4cc(OC)c(OC)c(OC)c4)cc3)cc2)cc(OC)c1OC | 1.0% |

(further entries)
| Compound | RNase H inhibition |
| --- | --- |
| COc1ccc(CC(=O)O/N=C(\N)c2ccc(Cl)cc2)cc1OC | 0.0% |
| N#Cc1c(/N=C/c2cc3c(cc2[N+](=O)[O-])OCO3)sc2c1CCCC2 | 3.0% |
| CCOC(=O)c1ccc(N2C(=O)C(=O)/C(=C(\O)c3ccccc3)C2c2ccccc2)cc1 (stereo unspecified) | 11.0% |
| O=C(NC1CCCCC1)ON=C(c1ccccc1)c1ccccc1 | 14.0% |
| Cc1cc2nc3s/c(=C\c4cccc(Cl)c4Cl)c(=O)n3c2cc1C | 19.0% |
| O=C(Nc1ccc(F)c([N+](=O)[O-])c1)c1cccc(Cl)c1Cl | 24.0% |
| Cc1nc2ccccc2n1/N=C/c1ccc([N+](=O)[O-])cc1 | 0.0% |
| Cc1ccc(N2C(=O)C(Cl)=C(NCCc3ccccc3)C2=O)c(C)c1 | 12.0% |
| Cc1ccc(C(=O)N2CCOCC2)cc1[N+](=O)[O-] | 7.0% |
| C/C(=N\Nc1nc(N2CCCCC2)nc(N2CCCCC2)n1)c1ccc(F)cc1 | 2.0% |
| O=c1c(CN2CCN(c3cccc(Cl)c3)CC2)coc2c(Cl)cc(Cl)cc12 | 18.0% |
| Cc1c(NC(=O)c2ccc(OCC(C)C)cc2)cccc1-c1nc2ncccc2o1 | 6.0% |
| CCOC(=O)COc1ccc(Br)cc1/C=C1/SC(=S)NC1=O | 0.0% |
| Cc1ccccc1C(=O)Nc1ccccc1C(F)(F)F | 2.0% |
| COC(=O)c1ccc(Oc2ccc(C#N)cc2)cc1 | 1.0% |
| CCN(C)c1ccc(C=C2C(=O)NC(=O)NC2=O)cc1 | 36.0% |
| O=C(CCc1ccccc1)Nc1ccc(Oc2ccccc2)cc1 | 4.0% |
| O=C(Nc1ccc2[nH]c(=O)[nH]c2c1)c1cc(C(F)(F)F)cc(C(F)(F)F)c1 | 19.0% |
| CCOC(=O)C1=C(C)N=c2s/c(=C/c3ccc(Cl)cc3Cl)c(=O)n2C1c1ccccc1Cl (stereo unspecified) | 12.0% |
| O=[N+]([O-])C1=C(Nc2ccc(Br)cc2)CS(=O)(=O)C1 | 5.0% |
| O=C(Nc1cccc(C(F)(F)F)c1)c1c(O)c2ccccc2[nH]c1=O | 2.0% |
| Cc1c(NC(=O)c2ccc([N+](=O)[O-])cc2)cccc1-c1nc2ncccc2o1 | 8.0% |
| COc1ccc(N(CC(=O)NCCc2ccc(OC)c(OC)c2)S(=O)(=O)c2ccccc2)cc1Cl | 25.0% |
| CN1C(=O)C(=O)/C(=C(\O)c2ccc(Cl)cc2)C1c1cccc([N+](=O)[O-])c1 (stereo unspecified) | 7.0% |
| O=C(NC(NC(=S)Nc1ccc(F)cc1)C(Cl)(Cl)Cl)c1ccccc1[N+](=O)[O-] (stereo unspecified) | 15.0% |
| CCOc1ccccc1NC(=O)c1cc(CC(C)C)oc1C | 7.0% |
| CCN1C(=O)/C(=C2\SC(=S)N(CC(=O)O)C2=O)c2ccccc21 | 7.0% |
| COc1cc(/C=C(\C#N)c2ccc([N+](=O)[O-])cc2)c(OC)cc1Br | 30.0% |
| O=C(N/N=C/c1cc(Br)cc(Br)c1O)c1cc(Br)cc(Br)c1O | 0.0% |
| COc1ccccc1N1C(=O)c2cccc3c(N4CCN(C)CC4)ccc(c23)C1=O | 4.0% |
| O=C(Nc1ccccc1)/C(=C\c1ccco1)NC(=O)c1cccc([N+](=O)[O-])c1 | 2.0% |
| CCC(C)OC(=O)C1=C(C)NC2=C(C(=O)CC(c3ccc(OC)cc3)C2)C1c1ccc(OC)c(OC)c1 (stereo unspecified) | 15.0% |
| CC(C)(C)c1ccc(C(=O)Nc2cc(C(N)=O)c(Cl)cc2Cl)cc1 | 9.0% |
| O=C1Nc2ccccc2C12Oc1ccccc1C1CC(c3ccccc3)=NN12 (stereo unspecified) | 20.0% |
| Cc1ccc2nc(Nc3ccccc3)c(C=O)c(=O)n2c1 | 15.0% |
| CCc1nnc(NS(=O)(=O)c2ccc(NS(=O)(=O)c3ccc(NC(C)=O)cc3)cc2)s1 | 5.0% |
| O=C(Nc1ccc2ccccc2c1)c1cccc(Cl)c1 | 9.0% |
| O=C(/C=C/c1ccc(-c2ccccc2[N+](=O)[O-])o1)Nc1ccc(NC(=O)c2ccco2)cc1 | 15.0% |
| O=C(NC(=S)Nc1ccc(Br)cn1)c1cccc(Cl)c1 | 0.0% |
| COc1ccc(C2/C(=C(\O)c3ccc(C)cc3)C(=O)C(=O)N2c2ccccc2)cc1OC (stereo unspecified) | 7.0% |

Part of the list above, as labelled records:
> O=[N+]([O-])C1=C(Nc2ccc(Br)cc2)CS(=O)(=O)C1
  RNase H inhibition = 5.0%
> O=C(Nc1cccc(C(F)(F)F)c1)c1c(O)c2ccccc2[nH]c1=O
  RNase H inhibition = 2.0%

The listing continues.
| Compound | RNase H inhibition |
| --- | --- |
| Cc1ccc(C(=O)NC(=S)Nc2cc(-c3nc4ccccc4s3)ccc2C)cc1C | 11.0% |
| NS(=O)(=O)c1ccc(NC(=O)CN2C(=O)C(=O)N(c3ccccc3)C2=O)cc1 | 0.0% |
| Cc1cc(C)c(OCC(=O)Nc2cccc([N+](=O)[O-])c2)c(Cl)c1 | 9.0% |
| Cc1ccc(C(=O)NC(=S)Nc2ccccc2F)cc1C | 3.0% |
| O=C(N/N=C/c1cccn1-c1ccc([N+](=O)[O-])cc1)c1ccccn1 | 4.0% |
| CCOc1cc(/C=N/N=C2\NC(=O)CS2)ccc1O | 6.0% |
| O=C(Nc1ncc(Cc2ccccc2)s1)c1ccc([N+](=O)[O-])cc1 | 6.0% |
| COC(=O)c1cccc(NC(=O)/C(=C\c2ccc([N+](=O)[O-])cc2)NC(=O)c2ccccc2Br)c1 | 12.0% |
| O=C(Nc1ccc(OC(F)(F)F)cc1)c1cnn2c(C(F)(F)F)cc(-c3ccco3)nc12 | 12.0% |
| CCSCCOC(=O)C1=C(C)NC2=C(C(=O)CC(c3cccs3)C2)C1c1cccc(Cl)c1 (stereo unspecified) | 12.0% |
| Cc1cc(OCC(=O)Nc2cccc(Br)c2)ccc1Cl | 6.0% |
| C=CCn1c(SCC(=O)N2CCOCC2)nc(O)c(Cc2ccccc2)c1=O | 0.0% |
| Cc1cccc(/C=C2/SC(=S)N(CN3CCCCC3)C2=O)c1 | 4.0% |
| CC(=O)Nc1sc2c(c1C(=O)OC(C)C)CCCC2 | 11.0% |
| Cc1cc(C(=O)NCc2ccco2)ccc1[N+](=O)[O-] | 0.0% |
| CCOC(=O)c1sc(NC(=O)c2ccc(Br)o2)nc1C | 0.0% |
| O=C(c1cccnc1)N1CCNCC1 | 0.0% |
| COc1ccc(-n2c(C)c([N+](=O)[O-])c3ccc(OC(C)=O)c(COC(C)=O)c32)cc1 | 1.0% |
| Cc1ccc(/C(N)=N/OC(=O)COc2ccccc2)cc1 | 0.0% |
| O=c1[nH]nc(N/N=C/c2cccc3ccccc23)c(=O)[nH]1 | 7.0% |
| N#CCCn1cc(/C=C2\N=C(c3ccccc3)OC2=O)c(-c2ccc(Cl)cc2)n1 | 19.0% |
| O=C(Nc1ccc(S(=O)(=O)N2CCCCCC2)cc1)c1cccs1 | 13.0% |
| COc1ccc(-c2cc(C(=O)NCCN3CCOCC3)c3ccccc3n2)c(OC)c1 | 3.0% |
| COc1c(Cl)ccc(Cl)c1C(=O)Nc1sc2c(c1C(N)=O)CCCC2 | 19.0% |
| O=C(Nc1ccc(Cl)c([N+](=O)[O-])c1)c1cc(-c2ccccc2)nc2ccccc12 | 5.0% |
| c1ccc(Oc2cccc(CN3CCc4ccccc4C3)c2)cc1 | 13.0% |
| Cc1ccc(C(=O)CN2/C(=C(/O)c3ccccc3)C(=O)c3ccccc3S2(=O)=O)c(C)c1 | 10.0% |
| CCOC(=O)C1=C(O)/C(=C/c2cc(C)n(-c3ccc(C)cc3)c2C)SC1=Nc1ccc(OC)cc1 | 9.0% |

Assay outcomes as filed in PubChem BioAssay.

Only part of the results is shown; rates above refer to the full screens.
